TRHR PAM = allosterically enhances the human TRH receptor | P34981 | TRHR cells, fluo-8 calcium fluorescence, EC20 TRH enhancement | enhancement, % at 2 µM | hit rate 0.66% among 360,000 | AID 493056; in the data active means enhancement above about 30%; further: 0% is about no effect
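Enhancer read-out: after compound pinning and an initial kinetic agonist-mode read, an EC20 of TRH (10 nM final) was injected and fluo-8 calcium signal (Ex 480/Em 530) followed at 1 s/cycle for 100 cycles in TRHR-expressing cells.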
TrxR1 substrate = rat thioredoxin reductase 1 substrate activity. O89049. purified TrxR1 substrate turnover, NADPH consumption readout. Potency, µM (top dose mostly 114 µM), for the others: at the highest dose activity change, negative = substrate turnover. hit rate 0.01% among 390,000. AID 588456; further: potency means the concentration at half of the fitted maximal effect; on the % scale 0 is the no-effect control and ±100 the full control effect; nearly all actives have a fitted effect of over 50% in size
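Rat TrxR1, dispensed at 90 nM, was prereduced with 400 uM NADPH (final) for 5 min at ~22 deg C, then incubated with compound 15 min before 400 uM selenite. A first-read NADPH fluorescence drop versus no-compound background flagged substrates.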
D2 ag = D2 dopamine receptor (human) agonism; hit rate 0.53% among 340,000; HEK293 T-REx D2 cells, calcium flux agonist mode; activation, % at 2 µM; P14416; AID 485358;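 active means activation over 3 SD above normal in the single-dose calcium agonist read, cut at about 30% in these data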; further: 0% is about no effect
Target sequence (P14416 whole entry, looked up): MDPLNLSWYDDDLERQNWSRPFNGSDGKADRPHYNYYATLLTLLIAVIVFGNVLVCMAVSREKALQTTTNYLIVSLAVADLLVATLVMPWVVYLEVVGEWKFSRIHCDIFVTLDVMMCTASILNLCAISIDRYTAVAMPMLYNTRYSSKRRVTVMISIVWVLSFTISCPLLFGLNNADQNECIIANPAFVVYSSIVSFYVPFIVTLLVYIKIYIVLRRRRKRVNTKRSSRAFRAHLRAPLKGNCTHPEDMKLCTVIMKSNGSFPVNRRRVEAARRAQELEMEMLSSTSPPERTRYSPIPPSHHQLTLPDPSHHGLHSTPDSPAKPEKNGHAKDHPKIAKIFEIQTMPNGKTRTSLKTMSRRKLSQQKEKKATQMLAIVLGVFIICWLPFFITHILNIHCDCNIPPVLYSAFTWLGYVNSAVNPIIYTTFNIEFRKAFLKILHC
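Tetracycline-induced HEK293 Trex cells with D2 receptor force-coupled to calcium signaling, plated overnight at 30 C and loaded with no-wash calcium dye. Calcium flux read kinetically for 180 s after compound addition; responses flag agonists.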
TRHR agonist = agonists of human TRH receptor; P34981; TRHR cells, calcium flux fluo-8, FDSS agonist mode; activation, % at 2 µM; hit rate 0.18% among 360,000; AID 493084; in the data active means activation above about 30%; further: 0% is about no effect
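TRHR-expressing cells, plated overnight in medium with 10% serum, were loaded with fluo-8 calcium dye at room temperature. After a 10 s baseline, library compound was pin-added and calcium release was recorded kinetically (ex 480/em 530) as agonist response.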
D2 antag = antagonizes the human D2 dopamine receptor; AID 485344; inhibition, % at 10 µM; hit rate 2% among 340,000; HEK293 TREx D2 cells, calcium flux, dopamine EC80; in the data active means inhibition above about 30%; further: 0% is about no effect
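Inhibition of EC80 dopamine-driven calcium flux, recorded kinetically, defines activity here; cells are a tetracycline-induced HEK293 T-REx line expressing force-coupled D2.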
USP1-UAF1 inh = inhibitors of human USP1/UAF1 deubiquitinase. O94782. recombinant USP1/UAF1, Ub-Rhodamine cleavage fluorescence. Potency, µM (top dose mostly 57.1 µM), for the others: at the highest dose activity change, negative = inhibition, actives largely listed as inhibitors. hit rate 0.23% among 390,000. AID 743255; further: potency means the concentration at half of the fitted maximal effect; on the % scale 0 is the no-effect control and ±100 the full control effect; nearly all actives have a fitted effect of over 60% in size; inactives centre near -12
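1 nM enzyme complex + cpd, 15 min RT; start with Ub-Rho 150nM final; kinetic fluorescence ex 480/em 540, 6 reads q60 s. Buffer 50mM HEPES pH 7.8, 0.5mM EDTA, 0.1 mg/ml BSA, 1mM TCEP, 0.01% Tween-20.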
Pin1 inhibitor = inhibitors of human Pin1 | Potency, µM (top dose mostly 115 µM), for inactives: top-dose activity, negative = inhibition, actives largely listed as inhibitors | Pin1 FP peptide displacement, HiFluor488, 10 min | Q13526 | hit rate 0.009% among 390,000; active means well fitted inhibition curve with a large enough effect in the polarisation, with a control signal flat, not every such curve was filed as active; inconclusive means small, poorly fitted or top-dose-only effect, or effect the other way, or a change in a side signal; inactive means no such curve, though single readings can be large or run the other way; the % refers to the polarisation; further: potency means the concentration at half of the fitted maximal effect; on the % scale 0 is the no-effect control and ±100 the full control effect
Target sequence (Q13526 whole entry, looked up): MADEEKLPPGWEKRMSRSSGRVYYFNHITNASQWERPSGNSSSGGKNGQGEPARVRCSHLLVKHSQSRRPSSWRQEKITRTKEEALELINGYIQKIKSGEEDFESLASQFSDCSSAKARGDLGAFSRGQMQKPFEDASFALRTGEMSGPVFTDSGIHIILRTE
IDH1 R132H inh = inhibitors of human mutant IDH1 R132H; O75874; IDH1-R132H enzyme, NADPH consumption, diaphorase/resazurin fluorescence; hit rate 0.093% among 390,000; AID 602179; Potency, µM (series often up to 76.6 µM), without a hit: top-dose activity change, negative = inhibition, actives largely listed as inhibitors; further: potency means the concentration at half of the fitted maximal effect; on the % scale 0 is the no-effect control and ±100 the full control effect; nearly all actives have a fitted effect of over 65% in size
Target sequence (O75874 whole entry R132H, stated change not applied): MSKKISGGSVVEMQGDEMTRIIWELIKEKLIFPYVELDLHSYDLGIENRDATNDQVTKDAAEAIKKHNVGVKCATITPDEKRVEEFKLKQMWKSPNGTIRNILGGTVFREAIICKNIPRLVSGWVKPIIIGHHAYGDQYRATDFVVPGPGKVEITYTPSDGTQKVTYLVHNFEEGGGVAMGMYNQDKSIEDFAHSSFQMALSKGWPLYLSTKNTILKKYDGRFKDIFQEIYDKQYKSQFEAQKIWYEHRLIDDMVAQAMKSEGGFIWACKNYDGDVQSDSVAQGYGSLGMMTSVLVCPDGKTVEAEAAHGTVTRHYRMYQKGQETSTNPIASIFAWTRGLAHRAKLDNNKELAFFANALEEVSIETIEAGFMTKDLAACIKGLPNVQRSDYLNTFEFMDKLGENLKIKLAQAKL
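IDH1-R132H (0.5 ug/mL dispensed) in pH 7.5 Tris buffer was preincubated 30 min with compound, then given a substrate mix of 0.016 mM NADPH and 2 mM alpha-KG for 80 min at room temperature; remaining NADPH was read by diaphorase/resazurin fluorescence.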
rTrxR1 inhibitor = rat TrxR1 inhibition. recombinant rTrxR1, NADPH fluorescence consumption, selenite substrate. Potency, µM (titrated, usually from 114 µM), without a hit: at the top dose activity change, negative = inhibition, usual class: inhibitors. O89049. hit rate 1% among 390,000; further: potency means the concentration at half of the fitted maximal effect; on the % scale 0 is the no-effect control and ±100 the full control effect; nearly all actives have a fitted effect of over 65% in size
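Rat TrxR1 (90 nM in the dispensed reagent) was pre-reduced with 400 uM NADPH for 5 min at room temperature, then incubated with compound for 15 min. After 400 uM selenite was added, NADPH fluorescence (Ex 340/Em 450 nm) was followed for 8 min.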
An asterisk follows results filed as active; ? = inconclusive; / = no result given; & = joins results of further samples; [ ] = remark or other dose. Unless noted, the call rests on the fitted dose curve; in most records, active means well fitted inhibition curve with a large enough effect; inconclusive means small, poorly fitted or top-dose-only effect; inactive means no such curve, though single readings can be large or run the other way.

Value order – TRHR PAM	rTrxR1 inhibitor	USP1-UAF1 inh	TRHR agonist	D2 antag	TrxR1 substrate	D2 ag	IDH1 R132H inh	Pin1 inhibitor
Oc1ccccc1-c1cc(-c2ccccc2)n[nH]1
  /	19%[57.1 µM]	-17%	/	/	-2%	/	20%	-1%
O=C(Nc1nccs1)C1CC(=O)N(Cc2ccco2)C1 (centres undefined)
  -4	10%[57.1 µM]	-15%	0.2	-17	1%[57.1 µM]	0.7	-6%	4%
CCCN(CC(=O)c1cc(C)n(C)c1C)S(=O)(=O)c1cccc(C(F)(F)F)c1
  -10	-6%[57.1 µM]	-9%	0.1	-7	4%[57.1 µM]	-1.3	3%	5%
Cc1cccc(NCc2ccc([N+](=O)[O-])s2)c1
  -1	-4%[57.1 µM]	-22%	-0.9	1	4%[57.1 µM]	0.4	21%	-1%
CC#CCc1cc2ccccc2c(=O)o1
  -1	-19%[57.1 µM]	-19%	-0.6	2	9%[57.1 µM]	-0.2	2%	0%
CCOc1ccc(NC(=O)CN2C(=O)c3ccccc3Sc3ccc(C(=O)OC)cc32)cc1
  12	22%[57.1 µM]	?	0.1	/	3%[57.1 µM]	-0.5	-11%	30%[activator]
CN1CCN(CCCn2cnc3c(=O)oc4ccccc4c32)CC1
  1	21%[57.1 µM]	-23%	0.8	1	13%[57.1 µM]	1.3	-1%	-3%
COc1ccc([N+](=O)[O-])c(OC)c1C(=O)NC(=O)Nc1nc(C)cc(C)n1
  2	3%[57.1 µM]	-6%	0.6	17	10%[57.1 µM]	-0.6	15%	-9%
O=S(=O)(NCc1ccccc1)c1ccc2[nH]c3c(c2c1)CCCCC3
  -5	5%	-22%	-0.2	/	1%	0.1	8%	6%
CC(=O)Nc1cccc(NC(=O)c2sc3ncn(CC(=O)N4CCCCC4)c(=O)c3c2C)c1
  -3	9%[57.1 µM]	-6%	0.7	3	9%[57.1 µM]	0.2	6%	1%

Next structures.
Value order – TRHR PAM	rTrxR1 inhibitor	USP1-UAF1 inh	TRHR agonist	D2 antag	TrxR1 substrate	D2 ag	IDH1 R132H inh	Pin1 inhibitor
CC(NC(=O)NC1CCCCC1)C(c1cccs1)N1CCN(C)CC1 (centres undefined)
  2	9%[57.1 µM]	-20%	0.0	6	6%[57.1 µM]	-0.4	-3%	-2%
Cc1ccc2nc(SCC(=O)Nc3nonc3N)[nH]c2c1
  -3	9%[57.1 µM]	-19%	-0.5	9	5%[57.1 µM]	-0.6	9%	1%
Cc1c(C(=O)Nc2ccc(F)c(F)c2)oc2ccc(S(=O)(=O)N3CCC4(CC3)OCCO4)cc12
  -3	11%[57.1 µM]	-7%	0.5	/	3%[57.1 µM]	-0.5	3%	0%
CCc1ccccc1NS(=O)(=O)c1ccc(-c2coc(C)n2)cc1
  0	8%[57.1 µM]	?	-0.2	/	-5%[57.1 µM]	/	-5%	11%
N#Cc1c(C(F)(F)F)cc(-c2ccccc2)nc1SCC(=O)Nc1sc2c(c1C#N)CCC2
  9	-6%	-9%	2.9	1	9%[57.1 µM]	0.5	-2%	4%
COc1ccc(OCCSc2nnc(CCNC(=O)c3ccc(Cl)c(Cl)c3)n2C)cc1
  -6	1%	-15%	1.3	24	-2%	0.4	6%	-2%
COC(=O)c1c(NC(=O)COC(=O)Cn2cnc3ccccc32)sc(C)c1C
  10	-1%	-9%	0.2	10	-3%	-0.4	7%	0%
COc1ccc(N2CC(NC(=O)c3ccc(S(=O)(=O)N4CCOCC4)cc3)CC2=O)cc1OC (centres undefined)
  4	17%[57.1 µM]	-8%	0.3	/	-1%[57.1 µM]	0.8	-12%	1%
CCN(CC)S(=O)(=O)c1cccc(NC(=O)COc2ccc(Cl)cc2Br)c1
  0	4%	-13%	1.4	1	-2%	-0.4	2%	18%
Cc1ccc(S(=O)(=O)N2CCCCC2)cc1NC(=O)C1CC(=O)N(Cc2ccco2)C1 (centres undefined)
  5	-6%	-18%	-0.1	14	-5%	-0.1	6%	-12%

Some entries already given with just USP1-UAF1 inh, IDH1 R132H inh and D2 antag.
SMILES	USP1-UAF1 inh	IDH1 R132H inh	D2 antag
Cc1c(C(=O)Nc2ccc(F)c(F)c2)oc2ccc(S(=O)(=O)N3CCC4(CC3)OCCO4)cc12	-7%	3%	/
CCc1ccccc1NS(=O)(=O)c1ccc(-c2coc(C)n2)cc1	?	-5%	/
N#Cc1c(C(F)(F)F)cc(-c2ccccc2)nc1SCC(=O)Nc1sc2c(c1C#N)CCC2	-9%	-2%	1

(more compounds)
Value order – TRHR PAM	rTrxR1 inhibitor	USP1-UAF1 inh	TRHR agonist	D2 antag	TrxR1 substrate	D2 ag	IDH1 R132H inh	Pin1 inhibitor
CN(C)C(=O)c1cc(Br)ccc1Cl
  12	32%	-3%	0.7	-6	7%	0.2	-3%	-8%
CCC(=O)c1cc2c(C)cc(=O)oc2c(C)c1OC(C)=O
  6	?	0%	0.0	-4	18%	0.1	7%	4%
COc1ccc(N(CC(=O)N2CCN(C)CC2)S(C)(=O)=O)cc1OC
  -2	17%	-6%	0.5	-10	4%	-0.7	-5%	-2%
CCCC(=O)Nc1ccc(NC(=O)CCc2ccccc2)cn1
  -1	-5%	-13%	-0.3	6	-4%	-0.8	10%	-1%
CCn1c(=O)cc(OCC(=O)NCCC(C)C)c2ccccc21
  4	-9%[57.1 µM]	-11%	-0.1	-22	3%[57.1 µM]	0.9	-2%	-1%
O=C(O)c1ccc(N2C(=O)CSC2=S)cc1
  /	-9%	-5%	/	/	-9%	/	5%	14%
O=C(CCc1nnc2ccc(NCc3ccco3)nn12)Nc1cc(F)ccc1F
  13	-4%	-8%	0.2	-2	-7%	0.6	8%	2%
CCCCn1cnc2c(=S)nc(N)[nH]c21
  -4	-20%	-25%	0.4	5	-5%	0.8	-1%	2%
COc1ccc(N/C(=C2\CCCC2=O)C2CCCCC2)cc1
  /	-28%	?	/	/	0%	/	-3%	-2%
Cc1ccc(NC(=O)Cn2c(=O)c3cccn3c3ccccc32)c(Cl)c1
  0	-7%	-5%	0.4	3	-4%	-0.3	1%	71%[activator]

(continued)
Value order – TRHR PAM	rTrxR1 inhibitor	USP1-UAF1 inh	TRHR agonist	D2 antag	TrxR1 substrate	D2 ag	IDH1 R132H inh	Pin1 inhibitor
Cc1ccccc1NC(=S)N1CCOCC1
  -8	4%	0%	0.9	-1	2%	-0.8	-2%	3%
Nc1cccc(NC(=O)c2cccs2)c1
  7	-3%	-12%	-0.2	-6	-5%	-1.1	-2%	-2%
COc1cc(NC(=O)CN2C(=O)C(c3ccc(C)cc3)=NC23CCCCC3)cc(OC)c1
  1	26%	-14%	0.1	/	-2%	-0.1	/	2%
Cc1ccc(NC(=S)C2=C(O)c3sccc3N(C)S2(=O)=O)cc1
  1	?	-14%	-0.2	-4	-25%	-0.8	9%	-5%
COc1cccc(CNC(=O)C2CCN(Cc3cc4ccccc4n3Cc3ccccc3)CC2)c1OC
  0	16%[57.1 µM]	-23%	0.2	/	1%[57.1 µM]	-0.2	13%	11%
c1ccc(CNC2=NCCC2)nc1
  4	22%	-3%	-0.9	-14	13%	0.3	6%	-2%
COc1ccc(-c2cccc(C3CC=CC4C3C(=O)N(Cc3ccccc3)C4c3cc(C)ccc3F)c2)cc1 (centres undefined)
  0	/	/	0.2	-10	/	0.6	/	/
Cc1cc(S(=O)(=O)NC(C)c2nnc3ccccn23)ccc1Br (centres undefined)
  /	0%	-16%	/	/	-7%	/	-4%	6%
CCC(=O)c1ccc(OC)c(OC)c1OCc1ccccc1
  /	-18%	2%	/	/	-9%	/	5%	-5%
COc1cccc(/C=C/C(=O)Nc2ccc(N3CCOCC3)cc2)c1OC
  4	2%	-12%	-0.3	-4	-2%	-0.7	2%	7%

(list continues)
Value order – TRHR PAM	rTrxR1 inhibitor	USP1-UAF1 inh	TRHR agonist	D2 antag	TrxR1 substrate	D2 ag	IDH1 R132H inh	Pin1 inhibitor
COC(=O)c1cccc(NC(=O)CC2C(=O)NCCN2C(=O)Nc2cc(C)cc(C)c2)c1 (centres undefined)
  3	21%	?	0.9	8	-2%	-2.2	-10%	-6%
O=C(c1ccccc1NS(=O)(=O)c1ccc(F)cc1)N1CCOCC1
  0	15%	-16%	0.4	-6	5%	0.3	-4%	1%
CC1CCc2[nH]c3ccc(C(=O)N(C)CC(=O)Nc4cccc(F)c4)cc3c2C1 (centres undefined)
  7	3%	-13%	2.0	-4	-13%[57.1 µM]	0.7	-3%	6%
O=C(CCN1C(=O)COc2ccccc21)NCCCN1CCN(c2ccccc2F)CC1
  -3	13%	6%	0.6	82*	5%	69*	-1%	-6%
CC(=O)Nc1cccc(C2=CC(c3ccco3)n3ncnc3N2)c1 (centres undefined)
  0	/	/	6.8	0	/	8.4	/	/
[N-]=C=C1C(=S)NC(=O)[C@H]([n+]2ccccc2)[C@H]1c1ccc(Cl)cc1
  6	?	-12%	-0.4	-9	-9%	0.8	-8%	-16%
CCOC(=O)C1=C(C)NC(C)=C(C(=O)OCC)C1C(=O)OCC(=O)N1c2ccccc2CC1C (centres undefined)
  -1	9%&-7%	-10%&-1%	-0.3	-9	17%&-3%	-0.9	1%&-2%	-2%&3%

Compound activity (PubChem BioAssay)

Only part of the results is shown; rates above refer to the full screens.
